Screening results (PubChem BioAssay)
D2 potentiator = HTS Assay for Positive Allosteric Modulators of the Human D2 Dopamine Receptor: Primary Screen for Potentiators. 0.34% of 340,000 active. D(2) dopamine receptor (Homo sapiens), P14416. HEK293 T-REx D2, calcium flux, EC20 dopamine potentiation. potentiation, % at 10 µM;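 active means potentiation over 3 SD above the plate norm, cut at about 30% in these data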; further: 0% is about no effect
Target sequence (P14416 whole entry, looked up): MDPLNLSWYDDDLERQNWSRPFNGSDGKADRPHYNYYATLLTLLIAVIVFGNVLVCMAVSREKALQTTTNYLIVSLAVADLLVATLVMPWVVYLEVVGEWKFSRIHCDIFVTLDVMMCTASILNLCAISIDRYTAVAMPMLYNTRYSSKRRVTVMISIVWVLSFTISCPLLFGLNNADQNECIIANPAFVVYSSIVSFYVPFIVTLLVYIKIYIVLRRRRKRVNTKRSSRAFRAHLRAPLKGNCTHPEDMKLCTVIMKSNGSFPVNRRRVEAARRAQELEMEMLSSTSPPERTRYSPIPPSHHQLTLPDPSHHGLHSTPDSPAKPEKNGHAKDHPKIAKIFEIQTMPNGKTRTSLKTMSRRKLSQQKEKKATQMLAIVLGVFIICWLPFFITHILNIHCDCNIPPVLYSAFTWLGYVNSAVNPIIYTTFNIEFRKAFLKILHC
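Calcium flux readout, no-wash dye, 1 read/s. Inducible HEK293 Trex D2 line, overnight 30 C. Compound alone 180 s (agonist flags), then EC20 dopamine, another 180 s to score potentiation.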
Anesthetic bind = qHTS Assay for Identification of Novel General Anesthetics; apoferritin/1-aminoanthracene competitive binding, fluorescence; 0.074% of 350,000 active; AID 485281, 2010; Potency, µM (series often up to 77.5 µM), for inactives: at the highest dose activity change, negative = displacement, actives largely listed as inhibitors; further: potency means the concentration at half of the fitted maximal effect; on the % scale 0 is the no-effect control and ±100 the full control effect; nearly all actives have a fitted effect of over 20% in size
Target sequence (P02791 2-175 limits assumed): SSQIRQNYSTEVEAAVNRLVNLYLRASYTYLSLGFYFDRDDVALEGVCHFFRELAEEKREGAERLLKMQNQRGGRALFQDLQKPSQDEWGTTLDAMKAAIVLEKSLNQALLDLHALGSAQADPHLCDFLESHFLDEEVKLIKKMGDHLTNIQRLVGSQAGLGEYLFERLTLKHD
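Probe: 1-aminoanthracene (50% saturated, PBS). Protein: horse-spleen apoferritin, 10 uM. Incubation: 10 min, room temperature. Detection: 380 nm excitation, 535 nm emission. Analysis: normalized response, four-parameter Hill.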
D1 antagonist = Antagonist of Human D 1 Dopamine Receptor: qHTS | 3.2% of 360,000 active | activity change, negative = inhibition, % at 10 µM | D(1A) dopamine receptor (Homo sapiens), P21728 | AID 504652, 2011 | HEK293 TREx D1 cells, calcium flux, dopamine EC80; hits give low values; in the data active means activity change below about -30%; further: on the % scale 0 is the no-effect control and ±100 the full control effect
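HEK293 T-REx cells expressing inducible, force-coupled D1 receptor; no-wash Ca dye, 30–90 min RT. Cmpd → 180 s read at 1 Hz → EC80 DA → 180 s read.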
D1 ag = Allosteric Agonists of the Human D1 Dopamine Receptor: qHTS. D(1A) dopamine receptor (Homo sapiens), P21728. HEK293 T-REx D1 cells, calcium flux, agonist mode. activation, % at 2 µM. 1% of 360,000 active. AID 504660, 2011; in the data active means activation above about 30%; further: 0% is about no effect
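Inducible HEK293 T-REx D1 cells, force-coupled to calcium signalling, were plated at 4000 cells/well with tetracycline and held overnight at 30 C. After no-wash calcium dye loading, compound-evoked calcium rise over 180 s flagged agonists.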
TRHR enhancer = qHTS for Small Molecule Agonists and Allosteric Enhancers of Human TRH Receptor: Primary Screen for Enhancers. TRHR cells, fluo-8 calcium fluorescence, EC20 TRH enhancement. enhancement, % at 2 µM. 0.66% of 360,000 active. Thyrotropin-releasing hormone receptor (Homo sapiens), P34981; in the data active means enhancement above about 30%; further: 0% is about no effect
Target sequence (P34981 whole entry, looked up): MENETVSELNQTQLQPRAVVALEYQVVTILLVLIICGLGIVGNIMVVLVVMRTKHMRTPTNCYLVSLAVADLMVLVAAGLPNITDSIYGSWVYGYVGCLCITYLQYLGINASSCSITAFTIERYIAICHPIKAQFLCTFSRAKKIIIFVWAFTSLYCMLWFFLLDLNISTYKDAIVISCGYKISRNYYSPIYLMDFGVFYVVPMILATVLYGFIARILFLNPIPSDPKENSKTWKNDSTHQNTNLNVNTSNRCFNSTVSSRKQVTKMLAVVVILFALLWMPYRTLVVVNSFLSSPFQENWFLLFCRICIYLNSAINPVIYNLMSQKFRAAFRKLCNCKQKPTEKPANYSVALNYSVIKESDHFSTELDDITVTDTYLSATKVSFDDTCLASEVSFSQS
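TRHR-expressing cells loaded with fluo-8 calcium dye were read kinetically (ex 480/em 530) during compound addition, then stimulated with an EC20 of TRH (10 nM final). Enhancement of the Gq-mediated intracellular calcium response was scored.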
RXFP1 ag = qHTS Assay for Agonists of the Relaxin Receptor RXFP1 | Relaxin receptor 1 (Homo sapiens), Q9HBX9 | HEK293T-RXFP1 cAMP TR-FRET, 30 min; response scale: percent of porcine relaxin response, buffer zero | Potency, µM (series often up to 57.5 µM), for inactives: top-dose activation, actives largely listed as activators | 0.3% of 370,000 active | AID 2676, 2010; further: potency means the concentration at half of the fitted maximal effect; on the % scale 0 is the no-effect control and ±100 the full control effect; nearly all actives have a fitted effect of over 60% in size; many of its hits are not listed in these tables
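cAMP rise read by TR-FRET after 30 min, 37C compound exposure (up to 58 uM) in RXFP1-transfected HEK293 cells with Ro 20174 present. EC50 from Hill-equation fits, with 29 nM porcine relaxin as 100% and buffer as basal.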
TRHR ag = qHTS for Small Molecule Agonists and Allosteric Enhancers of Human TRH Receptor: Primary Screen for Agonists | TRHR cells, calcium flux fluo-8, FDSS agonist mode | Thyrotropin-releasing hormone receptor (Homo sapiens), P34981 | activation, % at 2 µM | 0.18% of 360,000 active; in the data active means activation above about 30%; further: 0% is about no effect
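Steps: seed TRHR cells overnight; add fluo-8 no-wash Ca dye, RT 30 min–1.5 h; record 10 s baseline; pin-transfer compounds; monitor fluorescence 1 cycle/s for the agonist window. Calcium increases flag candidate agonists.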
D1 potentiator = Potentiators of Human D1 Dopamine Receptor: qHTS; D(1A) dopamine receptor (Homo sapiens), P21728; HEK293 TREx D1 cells, calcium flux, dopamine EC20 potentiation; potentiation, % at 10 µM; 0.036% of 360,000 active; AID 504651, 2011; in the data active means potentiation above about 30%; further: 0% is about no effect
RXFP1 antag = qHTS Assay for Antagonists of the Relaxin Receptor RXFP1. HEK293-RXFP1, relaxin-stimulated cAMP HTRF, 30 min; hits give low values. activity change, negative = inhibition, % at 57.5 µM. Relaxin receptor 1 (Homo sapiens), Q9HBX9. 0.59% of 350,000 active;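 active means activity change of -60% or lower, but not beyond a set lower limit; inconclusive means change between -60% and -40%, or beyond the set limit; inactive means change above -40%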; further: on the % scale 0 is the no-effect control and ±100 the full control effect
* = called active by the depositor; ? = inconclusive; . = no result given; & = joins results of further samples; [ ] = remark or other dose. Unless noted, the call rests on the fitted dose curve; in most records, active means well fitted curve in the direction sought with a large enough effect; inconclusive means small, poorly fitted or top-dose-only effect, or another doubt; inactive means no such curve, though single readings can be large; an effect the other way counts as inactive or inconclusive.

SMILES,D2 potentiator,Anesthetic bind,D1 antagonist,D1 ag,TRHR enhancer,RXFP1 ag,TRHR ag,D1 potentiator,RXFP1 antag
Cc1sc2nc(-c3cccnc3)nc(Cl)c2c1-c1ccccc1,24,-10%,25,2,-4,3.8%,-0.3,9,.
CC(=O)O/N=C(\N)c1ccc(-c2csnn2)cc1,-3,-6%,4,2,-6,4.0%,0.1,-2,4
CC(C)C(NC(=O)c1c(F)cccc1F)C(=O)NCC(c1ccccc1)N(C)C (configuration not stated),4,1%,-15,1,1,1.9%,0.7,-4,-3
O=C(Nc1ccc(Cl)cc1)N1CCCN(Cc2ccc(F)cc2)C1,-3,?,3,5,-10,-1.4%,1.2,1,-4
CCOC(=O)N1CCC(NC(=O)C2=CCN(S(=O)(=O)c3ccc(OC)cc3)CC2)CC1,8,-12%,-10,0,-11,-0.4%,-0.2,-6,6
Cc1cccc(NC(=S)NC2CCCCCC2)c1C,-3,-20%,-4,1,1,-0.6%,-0.4,4,-13
COc1ccc(-c2csc(NC(=O)Cc3cc(OC)c(OC)c(OC)c3)n2)cc1OC,24,5%,0,2,7,0.8%,0.5,9,2
Cc1ccn2c(NC3CCCCC3)c(-c3cccc(-c4cccc(Cl)c4)c3)nc2c1,12,.,15,3,20,3.0%,0.3,4,.
O=c1[nH]c(CN2CCN(c3ccc([N+](=O)[O-])cc3)CC2)nc2ccsc12,-4,?,-11,5,-1,6.6%,-0.2,-1,-5
O=S(=O)(Nc1ccccc1Br)c1cccs1,6,-20%,11,6,6,3.1%,0.3,.,9
CC(=O)c1cccc(NC(=O)Cn2nc(C)n3cccc3c2=O)c1,6,54%[activator],-6,1,0,-1.8%,-1.1,-2,-12
O=[N+]([O-])c1ccc(N2CCN(CC(O)COc3ccccc3)CC2)cc1 (configuration not stated),-1,?,9,9,5,2.4%,-0.6,-1,-13
N#Cc1cc2c(nc1SCc1ccc(Cl)nc1)CCCCC2,-8,-3%,-4,4,-4,0.0%,0.6,-2,-2
CCOc1ccc(C(=O)NCC(C)C)cc1,-2,-7%,-4,1,5,0.4%,0.0,5,-7
COc1ccc(C2C(C#N)=C(N)Oc3n[nH]c(-c4ccccn4)c32)c(OC)c1OC (configuration not stated),0,-13%,3,5,-10,-2.4%,-0.2,-5,-3
O=C(NCCN1CCN(C(=O)NC2CCCCC2)CC1)NC1CCCCC1,-12,-6%,8,0,3,-0.2%,-0.3,1,-40
Cc1ccc(SCC(=O)Nc2ccc(N3CCN(C)CC3)c(F)c2)cc1,-14,-23%,-59*,4,9,-3.2%,0.7,-12,3
Cc1cc(=O)oc2cc(OCC(=O)N(C)C3CCS(=O)(=O)C3)c(Cl)cc12 (configuration not stated),0,-1%,0,3,-6,3.7%,0.3,-5,2
Cc1ccc(S(=O)(=O)N2CCC(=O)N(CCOC(=O)Nc3ccccc3C)CC2)cc1,1,-8%,-31*,-4,-1,0.5%,-0.5,-6,.
COc1ccc(OCC(=O)NC(=S)Nc2ccccc2F)cc1,7,-3%,-7,10,3,0.9%,0.2,-2,12
CCN(CC)S(=O)(=O)c1ccc(N2CCOCC2)c(NC(=O)CC2OC(=O)c3ccccc32)c1 (configuration not stated),8,.,6,5,-5,24%,0.3,-11,9
O=C(NC(=O)c1cccc(Cl)c1)OC[C@@H]1CCCN2CCCCC12 (some centres not stated),9,-19%,1,8,3,1.1%,-1.1,.,.
O=C(CSc1nnnn1-c1ccccc1)N1CCN(C(=O)c2ccco2)CC1,19,-11%,11,0,6,0.7%,0.4,1,-10
O=C(NCCc1ccc(C(F)(F)F)cc1)C1COc2ccccc2O1 (configuration not stated),26,-11%,-23,19,0,-5.2%,-1.2,-2,-16
Cc1c(CCC(=O)NCCc2ccc(Cl)cc2)c(=O)oc2c(C)c(O)ccc12,9,91%[activator],9,2,0,8.1%,-0.5,-2,-7
Cc1ccccc1OCCCn1c(CO)nc2ccccc21,-15,-9%,-25,-1,-4,-0.7%,0.0,3,-11
CCCN(CCC)S(=O)(=O)c1ccc(C(=O)NCc2n[nH]c(=S)n2-c2ccc(Cl)c(Cl)c2)cc1,10,?,-18,1,16,1.3%,0.3,8,0
COC(=O)C1=CN(C(C)C)C=C(C(=O)OC)C1c1cc2c(cc1Br)OCO2,0,42%[activator],-26,-3,-4,13%,-1.7,-5,9
CN(C)N=Nc1ccc2nc[nH]c2c1,8,3%,-24,2,1,-1.2%,0.3,-3,-3
CCc1ccc(NC(=O)c2ccc(F)c(S(=O)(=O)N(C)C3CCCCC3)c2)cc1,6,-8%,-6,7,-4,-1.4%,0.8,-1,-30
COc1ccc(CCn2c(=N)c(C(=O)N3CCN(C)CC3)cc3c(=O)n4ccccc4nc32)cc1,2,-13%,-25,0,0,1.8%,-0.3,-2,-6
CCCc1cc(-c2n[nH]c(C)c2-c2ccc(C(=O)OCC)o2)c(O)cc1O,4,?,63,65*,2,0.5%,-0.2,-2,-15
O=C(NCC(O)COc1ccc([N+](=O)[O-])cc1)Nc1ccccc1 (configuration not stated),-9,5%,-13,1,-4,-0.2%,0.2,-10,-14
O=C1CC(N2CCc3ccccc32)C(=O)N1c1ccccc1 (configuration not stated),3,0%,1,1,-2,0.0%,-0.1,-2,-8
CCC(C)NC(=O)C1CCCN(c2nc(C)cc(OC)n2)C1 (configuration not stated),1,-4%,2,0,5,0.2%,0.0,-3,-9
Cc1ccc(Cl)cc1Nc1nn2c(=O)c3ccc(C(=O)NCc4ccc(F)cc4)cc3nc2s1,0,-19%,-33*,2,-1,1.2%,-1.2,-4,-14
Cc1cc(C)cc(NC(=S)/C(=C(\[O-])c2ccc(Cl)s2)[n+]2cccc(C)c2)c1,2,?,-3,1,-1,-1.4%,-0.2,9,0
CSc1ccc(CN2CCN(C(C)C)C(CCO)C2)cc1 (configuration not stated),-11,-3%,-35*,0,-3,0.5%,-1.1,0,4
CCN(CC)c1ccc(NC(=O)CSc2nc(C3CC3)nc3ccccc23)cc1C,.,-10%,-4,2,-1,1.2%,-0.2,0,-29
O=C(CNCC1CCCO1)Nc1ccc([N+](=O)[O-])cc1C(=O)Nc1ccccc1F (configuration not stated),-1,-10%,10,0,1,0.3%,-0.4,-1,13
N=c1c2c(ncn1CCCO)Oc1c(ccc3ccccc13)C2c1ccccc1 (configuration not stated),7,-7%,3,2,-1,2.3%,-0.4,-5,-7
CCOC(=O)c1ccc(NC(=O)Cn2c3ncccc3c(=O)n2-c2ccc(C)c(C)c2)cc1,-8,33%[activator],2,4,-4,5.1%,0.4,-1,0
O=C(O)C(CO)N=Cc1c(O)c2ccccc2oc1=O (configuration not stated),4,-4%,4,3,-3,16%,1.2,-6,-15
NS(=O)(=O)c1ccc(CCNC(=O)COC(=O)/C=C/c2ccccc2Cl)cc1,3,?,17,8,0,2.4%,0.8,-1,-15
O=C(Nc1ccccc1Cl)c1ccccc1Oc1ccc(C(F)(F)F)cc1[N+](=O)[O-],-4,?,-11,-3,-2,3.1%,0.2,3,-24
Cc1cc2c(cc1S(=O)(=O)Nc1ccc(OC(F)(F)F)cc1)OCC(=O)N2,16&-17,?,8&-2,8&2,-1&-2,-2.8%&-0.5%,1.5&-0.2,-1&-4,-30&4
CN1CCN(c2nc3c(c(=O)n(C)c(=O)n3C)n2CC(=O)C23CC4CC(CC(C4)C2)C3)CC1,7,-16%,20,3,19,10%,-0.2,0,4
OCCCc1nc2n(n1)C(c1ccccc1)C=C(c1ccc(F)cc1)N2 (configuration not stated),1,519%[activator],-16,9,-4,2.8%,-0.8,-4,-13
Cc1ccc2c(Cl)cc(Cl)c(OCC(=O)Nc3cccc(S(=O)(=O)N(C)C)c3)c2n1,-3,-4%,2,-2,2,1.8%,-0.6,-6,-37
CN(CCOc1ccccc1)C(=O)C1CCN(C(=O)c2ccc(F)cc2)CC1,12,-3%,5,5,-5,-1.1%,-0.7,-1,-7

(listing goes on)
SMILES,D2 potentiator,Anesthetic bind,D1 antagonist,D1 ag,TRHR enhancer,RXFP1 ag,TRHR ag,D1 potentiator,RXFP1 antag
CCOC(=O)c1c(S(=O)(=O)N2CCN(C)CC2)c(C)n(C)c1C,-7,6%,-2,1,4,1.4%,0.3,-8,-14
CCOc1ccccc1C1NC(=O)c2ccccc2O1 (configuration not stated),-4,-15%,-1,4,1,1.1%,-0.5,4,1
Cc1cc(C(=O)NCCc2ccc(Cl)cc2)c2c(C)nn(-c3cccc(F)c3)c2n1,6,-14%,-9,3,12,7.3%,0.5,0,-6
Cc1cc(C)c2cc(CN(CCO)C(=O)NC3CCCCC3)c(=O)[nH]c2c1,-2,4%,-1,2,-1,1.1%,-0.4,-3,-6
Cc1ccc(NC(=O)C2C(=O)N(C)c3ccccc32)cc1 (configuration not stated),3,-11%,1,7,-8,-5.0%,-0.6,2,6
COc1ccccc1NC(=O)CN1C(=O)C(C)Oc2ccccc21 (configuration not stated),-21,-15%,2,2,-6,0.8%,0.0,0,-9
C[C@@H](OC(=O)N(C)Cc1ccccc1)[C@H]1O[C@]2(C)CCCC[C@H]1O2,-4,.,8,0,-1,0.6%,-0.3,6,.
C[C@H](NC(=O)Nc1ccc2c(c1)OCCO2)C(=O)O,8,-10%,2,1,-4,0.1%,0.1,-2,3
O=C(NC1CC1)c1cccc(Br)c1,15,-4%,1,3,1,-0.4%,-0.2,-1,-5

A portion of the library, so the mix of outcomes need not match the whole.
